PTHR1 agonist: qHTS for PTHR1 Agonists: Primary Screen. Parathyroid hormone/parathyroid hormone-related peptide receptor (Homo sapiens), Q03431. Potency, µM (highest dose often 115 µM), inactives show at the top dose activation, most hits filed as activators. HEK293 GP2 PTHR1 cells, GloSensor cAMP luminescence, 1 h. 410,000 tested, 0.075% active; further: potency means the concentration at half of the fitted maximal effect; nearly all actives have a fitted effect of over 55% in size; some results filed as inactive show a strong effect at the top dose; inactives centre near -15; many of its hits are not listed in these tables
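HEK-293-derived GP2 cells expressing PTHR1 and a GloSensor cAMP reporter, 3,000/well, plated overnight, given luciferin plus IBMX (each 0.5 mM as added) for 1 h at 37 °C, then compound for 1 h at 37 °C. Luminescence was read after 15 min at room temperature.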
GLP-1R agonist: qHTS of GLP-1 Receptor Agonists | HEK293 GLP-1R CRE-luciferase, luminescence, 4-6 h; cells express a hypersensitive GLP-1R form | Potency, µM (titrated, usually from 45.6 µM), without a hit: at the top dose activation, actives largely listed as activators | 380,000 tested, 0.007% active; further: potency means the concentration at half of the fitted maximal effect; % of control where 0% means no effect
GLP1R cytotox: qHTS of GLP-1 Receptor Inverse Agonists: Cytotox Screen; HEK293 cAMP-luciferase reporter cells, luminescence, 24 h; Potency, µM (series often up to 38.3 µM), without a hit: at the highest dose activity change, negative = inhibition, most hits filed as inhibitors; 410,000 tested, 0.13% active; AID 624418, 2012;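 further: loss of luciferase light is scored as toxicity; potency means the concentration at half of the fitted maximal effect; on the % scale 0 is the no-effect control and ±100 the full control effect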
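Here, cytotoxicity is scored as loss of luminescence. The MLSMR collection was tested on cells seeded in medium containing 10% Nu serum, with a 24 hr compound exposure preceded by 12 hours of culture.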
EPAC1 agonist: qHTS for Agonist of cAMP-regulated guanine nucleotide exchange factor 3 (EPAC1): primary screen; AID 720707, 2013; EPAC1 agonist qHTS, biochemical assay; response scale: 100% = response to 6.5 mM cAMP; 360,000 tested, 0.073% active; Potency, µM (titrated, usually from 154 µM), for inactives: top-dose activation, hits mostly activators; further: potency means the concentration at half of the fitted maximal effect; nearly all actives have a fitted effect of over 60% in size
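Fluorescent GDP-exchange assay: 100 nM EPAC1 with 250 nM Rap1B preloaded with BODIPY-GDP and 50 uM GDP; compounds tested as concentration series, 5 min at room temperature, then read every 5 min for 30 min (ex 480/em 540 nm); normalized to 6.5 mM cAMP.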
PI5P4Ka inh: qHTS for Inhibitors of phosphatidylinositol 5-phosphate 4-kinase (PI5P4K). PI5P4Kalpha enzyme, ADP-Glo luminescence, 60 min; stronger effect = lower value. 330,000 tested, 1.2% active. Phosphatidylinositol 5-phosphate 4-kinase type-2 alpha (Homo sapiens), P48426. max response, %; active means max response of -50% or lower; inconclusive means between -30% and -50%; inactive means -30% or higher; further: value at the top dose of about 77 µM; on the % scale 0 is the no-effect control and ±100 the full control effect
Target sequence (P48426 whole entry, looked up): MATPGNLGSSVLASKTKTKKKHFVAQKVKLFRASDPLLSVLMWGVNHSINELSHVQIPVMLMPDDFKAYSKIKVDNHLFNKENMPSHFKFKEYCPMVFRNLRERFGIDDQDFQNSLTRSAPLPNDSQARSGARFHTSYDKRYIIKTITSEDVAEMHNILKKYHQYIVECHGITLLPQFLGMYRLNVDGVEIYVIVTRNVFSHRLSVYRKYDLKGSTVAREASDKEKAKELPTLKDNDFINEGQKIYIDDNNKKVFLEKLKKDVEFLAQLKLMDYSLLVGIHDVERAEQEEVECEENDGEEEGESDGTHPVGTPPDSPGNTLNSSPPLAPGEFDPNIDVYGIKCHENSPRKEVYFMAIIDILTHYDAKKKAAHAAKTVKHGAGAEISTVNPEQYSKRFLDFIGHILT
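PI5P4Kalpha ADP-Glo assay; 5 microM ATP final; 60 min RT reaction; HEPES pH 7.4/EGTA/CHAPS, 5% DMSO; controls lacking substrate or enzyme; luminescent end-point.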
GLP1R inv ag: qHTS of GLP-1 Receptor Inverse Agonists (Inhibition Mode); Glucagon-like peptide 1 receptor (Homo sapiens), P43220; HEK293 GLP-1R CRE-luciferase, luminescence, 24 h; GLP-1R form is constitutively active; Potency, µM (top dose mostly 38.3 µM), without a hit: top-dose activity change, negative = inhibition, most hits filed as inhibitors; 410,000 tested, 1.6% active; AID 624417, 2012; further: potency means the concentration at half of the fitted maximal effect; on the % scale 0 is the no-effect control and ±100 the full control effect; nearly all actives have a fitted effect of over 55% in size
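Cells are plated, allowed 12 hours at 37 deg C, then treated with compounds for 24 hr before luciferase detection reagent is added and luminescence is read after 12 min at room temperature. The HEK293 line carries constitutively active GLP-1R with a cAMP-responsive reporter.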
PLK1 PBD block: qHTS for Inhibitors of PLK1-PDB (polo-like kinase 1 - polo-box domain): Primary Screen; Plk1 PBD binding of FITC phosphopeptide, fluorescence polarization; Potency, µM, without a hit: max response, negative = inhibition, most hits filed as inhibitors; 360,000 tested, 2.8% active; Serine/threonine-protein kinase PLK1 (Homo sapiens), P53350; further: potency means the concentration at half of the fitted maximal effect; series mostly up to about 57 µM; on the % scale 0 is the no-effect control and ±100 the full control effect; nearly all actives have a fitted effect of over 65% in size
Target sequence (P53350 whole entry, looked up, the tested form may be a part): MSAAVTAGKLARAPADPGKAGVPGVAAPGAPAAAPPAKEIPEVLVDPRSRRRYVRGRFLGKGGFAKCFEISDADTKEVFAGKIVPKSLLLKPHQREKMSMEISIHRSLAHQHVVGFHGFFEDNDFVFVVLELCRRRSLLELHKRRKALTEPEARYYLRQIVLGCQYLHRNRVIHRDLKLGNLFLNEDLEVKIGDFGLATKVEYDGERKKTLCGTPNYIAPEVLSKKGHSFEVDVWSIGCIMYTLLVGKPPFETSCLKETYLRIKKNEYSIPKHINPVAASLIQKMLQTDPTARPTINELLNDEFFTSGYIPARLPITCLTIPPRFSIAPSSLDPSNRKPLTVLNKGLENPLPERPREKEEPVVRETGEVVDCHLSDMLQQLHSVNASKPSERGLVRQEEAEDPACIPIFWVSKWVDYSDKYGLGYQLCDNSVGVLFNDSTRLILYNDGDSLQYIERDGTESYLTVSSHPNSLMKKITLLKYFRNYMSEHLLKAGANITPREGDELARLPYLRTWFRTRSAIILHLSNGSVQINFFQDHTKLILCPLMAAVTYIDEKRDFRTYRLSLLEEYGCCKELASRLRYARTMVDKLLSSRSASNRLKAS
EPAC1 antag: qHTS for Antagonist of cAMP-regulated guanine nucleotide exchange factor 3 (EPAC1): primary screen | Rap guanine nucleotide exchange factor 3 (Homo sapiens), O95398 | EPAC1 GEF assay, Rap1b-BODIPY-GDP exchange fluorescence | Potency, µM (top dose mostly 115 µM), inactives show top-dose activity change, negative = inhibition, usual class: inhibitors | 360,000 tested, 0.14% active | AID 720709, 2013;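 further: potency means the concentration at half of the fitted maximal effect; plate controls were vehicle for no effect and positive control for full effect; nearly all actives have a fitted effect of over 50% in size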
IL-2 act: qHTS of IL-2 Activators; 360,000 tested, 0.065% active; activation, % (series mostly up to about 46 µM); IL-2 activation reporter assay, cell-based qHTS; stimulated with anti-CD3/CD4/CD28 beads; in transgenic mouse T cells; in the data active means activation above about 50%; inconclusive means mostly about 30% to 49%; further: 0% is about no effect
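Screening format: compound pinned onto unstimulated transgenic mouse T cells, 60 min incubation, then anti-CD3/anti-CD4/anti-CD28 bead stimulation for 18 hours at 37 degrees C, followed by EGFP and DsRed detection.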
The depositor's hits bear a star; i = inactive; ? = inconclusive; / = not tested or not shown; [ ] = remark or other dose. Unless noted, the call rests on the fitted dose curve; in most records, active means well fitted curve in the direction sought with a large enough effect; inconclusive means small, poorly fitted or top-dose-only effect, or another doubt; inactive means no such curve, though single readings can be large; an effect the other way counts as inactive or inconclusive.

cpd | Compound | PTHR1 agonist | GLP-1R agonist | GLP1R cytotox | EPAC1 agonist | PI5P4Ka inh | GLP1R inv ag | PLK1 PBD block | EPAC1 antag | IL-2 act
1 | O=C(NNC(=S)Nc1ccc(F)cc1)c1ccccc1OC(F)F | -15%[57.5 µM] | -9% | 11% | 2% | / | 8% | -20% | 10% | 1.6
2 | COc1ccc(CNC(=O)c2cccc(S(=O)(=O)N3CCN(c4ccc(F)cc4)CC3)c2)cc1 | -7% | -2% | -3% | 0% | 4 | ? | -8% | -13% | -0.6
3 | Cn1cc(C(=O)C(=O)NC2CC2)c2ccccc21 | 2% | 8% | 400%[activator] | -5% | -25 | 5% | 27µM* | ? | -2.8
4 | Cc1ccc(C(=O)N/C(=C\c2ccc(-c3ccc([N+](=O)[O-])cc3)o2)C(=O)NC2CCS(=O)(=O)C2)cc1 (stereo not given) | -16% | -1% | 19% | -10% | 7 | 12% | 11% | 10% | -2.3
5 | CC(=O)Nc1ccc(S(=O)(=O)NCCN2CCNC2=O)cc1Cl | i | -2% | -18% | 2% | 0 | 1% | -7% | -11% | 3.9
6 | COc1ccc(Cl)cc1N1C(=O)C2CCCN2C1c1cccc(F)c1 (stereo not given) | -12% | -3% | 12% | -1% | 4 | -9% | -6% | -18% | -2.0
7 | N#C/C(=C(O)\C=C\c1ccccc1)c1nc2ccccc2[nH]1 | -1% | -1% | 0% | 10% | -14 | 0% | -5% | -8% | -0.5
8 | CCN1CCN(c2nc(-c3ccccc3)c3ccccc3n2)CC1 | i | 14% | 23% | 1% | 2 | ? | -4% | 2% | 0.1
9 | COc1cccc(OC)c1C(=O)N1CCN(Cc2ccc3c(c2)OCO3)CC1 | 9%[57.5 µM] | -9% | -23% | 2% | -7 | 7% | -3% | -3% | 0.0
10 | CCc1c(C2CC2)ncn1Cc1cccc(-c2ccccc2)c1 | -70%[inhibitor] | / | -18% | 4% | -13 | -33% | -4% | 22% | -0.6
11 | COC(=O)Cc1c(C)nc2nc(NCc3ccc(Cl)cc3)[nH]n2c1=O | i | -8% | 11% | 3% | -5 | 0% | -7% | 4% | -1.1
12 | Nn1c(SCC(=O)Nc2cccc(C(F)(F)F)c2)nncc1=O | i | -4% | 1% | 0% | 1 | 26% | -12% | 0% | -1.8
13 | Cc1ccc(S(=O)(=O)N2C[C@H]3C(=O)C[C@@H](c4cccs4)N(S(=O)(=O)c4ccc(C)cc4)[C@H]3C[C@H]2c2ccccc2)cc1 | -43%[inhibitor] | 5% | 1% | 11% | -1 | -6% | -11% | -11% | -0.1
14 | CC1CCCN(C(=O)c2cc3c(-c4ccc(Cl)cc4)nn(C)c3s2)C1 (stereo not given) | i | -7% | -37% | 19% | 6 | 11% | -14% | -18% | -3.3
15 | COc1cccc(NC2=NC3(CCCCC3)N=C(N)N2)c1 | i | -13% | -22% | 4% | -10 | -24% | -8% | 5% | -1.8
16 | O=c1cc(N2CCN(Cc3ccccc3)CC2)[nH]c(=O)n1-c1cccc(C(F)(F)F)c1 | i | 0% | 11% | 3% | / | 8% | -8% | 6% | -2.6
17 | O=C(CCc1nnc2ccc(N3CCC4(CC3)OCCO4)nn12)NCc1ccc(F)cc1 | i | -6% | -11% | -5% | 0 | -1% | 0% | -24% | 0.4
18 | Cc1c(C(=O)N2CCCC2)oc2c1-c1nn(CC(=O)NCCCN3CCCCC3C)cc1CC2 (stereo not given) | -18% | -6% | -19% | -5% | -3 | -5% | -14% | 36%[activator] | -1.5
19 | C/C(=N/NC(=O)c1ccccc1O)c1ccc(N2C(=O)C3CCCCC3C2=O)cc1 (stereo not given) | i | -2% | 4% | -1% | -7 | 0% | -6% | 15% | -1.3
20 | O=C(CSc1nc2[nH]ncc2c(=O)[nH]1)NCc1ccc(F)cc1 | -11% | -1% | -2% | -6% | 2 | 11% | -14% | 9% | -2.9
21 | Cc1ccc(-n2c(SCC(=O)O)nc3c(sc(=S)n3-c3ccc(C)c(C)c3)c2=O)cc1 | -34%[inhibitor] | -2% | 5% | -10% | -16 | -22% | -6% | -1% | -0.8
22 | O=C(Cn1cc(C(F)(F)F)ccc1=O)NCCc1ccc(Cl)cc1Cl | -4% | -2% | -15% | -6% | -3 | 8% | -8% | 0% | -2.3
23 | C=CCN(C(=O)CCC(=O)Nc1cc(C)on1)C(C(=O)NC1CCCC1)c1ccc(Cl)cc1 (stereo not given) | i | 11% | -3% | 2% | 0 | -25% | -6% | 16% | -0.3
24 | CN1CCc2ccccc2CC1=O | i | -6% | -4% | 7% | -5 | 31%[activator] | -2% | 5% | 0.4
25 | Cc1oc(-c2ccccc2Cl)nc1CSCC(=O)NC1CCCC1 | -4%[57.5 µM] | 6% | -23% | 2% | -2 | ? | -11% | -19% | -2.7
26 | CC1CN(c2ccccc2)c2nc3c(c(=O)[nH]c(=O)n3C)n2C1 (stereo not given) | i | 8% | 9% | 3% | 0 | -8% | -9% | -3% | -0.7
27 | CCCCNc1nnc(SCC(=O)c2c(N)n(CCC)c(=O)[nH]c2=O)s1 | i | -4% | 5% | -3% | -11 | -6% | -15% | -25% | 1.0
28 | COc1ccccc1NCCC(=O)OCC(=O)Nc1ccc(Cl)cn1 | -16% | 9% | -8% | -3% | -1 | -1% | 1% | 6% | 3.6
29 | CCOC(=O)c1c(C)[nH]c(C(=O)CSc2ccc(Cl)cc2)c1C | -8%[57.5 µM] | -1% | -16% | 7% | / | 0% | -10% | 3% | 1.4
30 | COc1ccc(C)cc1S(=O)(=O)N(CC(=O)NC1CCCC1)c1ccc(F)cc1 | -60%[inhibitor] | 5% | 0% | -3% | 7 | ? | -5% | ? | -2.0

Next part:
cpd | Compound | PTHR1 agonist | GLP-1R agonist | GLP1R cytotox | EPAC1 agonist | PI5P4Ka inh | GLP1R inv ag | PLK1 PBD block | EPAC1 antag | IL-2 act
31 | Cc1cc2nc(C3CCCN(C(=S)Nc4ccccc4C)C3)[nH]c2cc1C (stereo not given) | -8% | -1% | -8% | 2% | / | ? | -17% | 12% | -0.7
32 | COC(=O)C1=C(C)NC(=O)NC1c1ccc(OC)c(OC)c1 (stereo not given) | -17% | -1% | 2% | 0% | 2 | 5% | -11% | -6% | -0.8
33 | COC(=O)c1ccc([C@H](NC(=O)c2ccco2)[C@]2(C)C[C@H]2C2CCCCC2)cc1 | -12% | -4% | 8% | -25% | 2 | -28% | 0% | -24% | 0.1
34 | COc1cccc(/C=C/C(=O)OCC(=O)Nc2cccc(S(=O)(=O)N(C)C)c2)c1 | -66%[inhibitor] | 2% | 3% | 3% | 0 | -38% | -12% | ? | 0.0
35 | O=C(CCC1CCCCC1)Nc1ccccc1O | -1% | 16% | 2% | 3% | 2 | 0% | -8% | -11% | -1.0
36 | CC(C)Sc1nc(C(F)(F)F)cc(=O)n1-c1ccccc1 | -8%[57.5 µM] | 6% | 1% | -10% | -2 | -25% | -5% | -9% | 0.2
37 | COc1cc(C2/C(=C(\O)c3ccc4c(c3)CC(C)O4)C(=O)C(=O)N2c2nnc(C)s2)cc(OC)c1OC (stereo not given) | 4% | -1% | -4% | 3% | -5 | -11% | 24µM* | 3% | 0.2
38 | Cc1cccc(C)c1NC(=O)C1(C)CN(S(C)(=O)=O)CC(=O)N1CCOc1ccccc1 (stereo not given) | -19% | / | -4% | -12% | -12 | 7% | -2% | 13% | 0.3
39 | COc1ccc(C(NC(=O)C2CCN(CCCc3ccccc3)CC2)c2cccs2)cc1 (stereo not given) | i | -4% | 5% | -1% | -2 | ? | -15% | -16% | 0.5
40 | O=C(Nc1ccc(Br)cc1)c1ccc(N2C(=O)C3CC=C(Cl)CC3C2=O)cc1 (stereo not given) | -31%[inhibitor] | -25% | -2% | 8% | -26 | ? | 6% | -4% | -2.0
41 | S=C(NCCc1ccccc1)N/N=C/c1cccc(Cl)c1Cl | i | 17% | ? | 6% | 17 | ? | -2% | -10% | -0.1
42 | CN(CC(=O)Nc1ccc(C#N)cc1)Cc1ccc(Cl)c(Cl)c1 | -1%[57.5 µM] | 12% | 5% | 0% | 10 | ? | -8% | -11% | 1.8
43 | O=C(O)c1cc(-c2cccs2)nn1-c1ccccc1 | 12% | -4% | 2% | 2% | -1 | 13% | -9% | -9% | 1.5
44 | O=C(CSCCc1ccccn1)Nc1ccc(Br)cn1 | i | 5% | 1% | 6% | / | 2% | -2% | 1% | -1.7
45 | Cc1cc(C)c2c(=O)[nH]c(SCC(=O)Nc3ccc(N(C)C)cc3)nc2n1 | i | 24% | -20% | 3% | / | 65%[activator] | -10% | 8% | -2.2
46 | CC(=O)Nc1ccc(C(=O)CSc2nnc(Cn3nnc4ccccc43)n2C)cc1 | -9%[57.5 µM] | -5% | -16% | 1% | / | -13% | -11% | 11% | -3.2
47 | CCCc1cc(=O)[nH]c(SCC(=O)c2ccc3c(c2)NC(=O)CO3)n1 | 8% | 6% | 8% | 7% | -16 | -16% | -7% | ? | -2.6
48 | CCOc1ccc(OCC)c(S(=O)(=O)n2ccnc2C)c1 | 20% | -2% | 12% | 0% | -3 | 9% | -3% | -9% | -1.2
49 | Cc1cc(C)nc(NS(=O)(=O)c2ccc(N/C=C/C(=O)c3ccc(Cl)cc3)cc2)n1 | -12% | 6% | 31%[activator] | -19% | 2 | 11% | -9% | -12% | 0.6
50 | CCOc1ccc(NC2=CC(=O)CCC2)cc1 | 11% | 4% | 7% | -4% | 5 | -10% | -4% | -10% | 0.0

Assay outcomes as filed in PubChem BioAssay.

Only part of the results is shown; count on the stated rates, not on these rows.
